Screening data (PubChem BioAssay)
PI4K2A inh: inhibitors of human PI4K2A. Q9BTU6. purified PI4K2A, ADP-Glo luminescence, 1 h; active compounds read low. activity change, negative = inhibition, % at 76.9 µM. 420,000 compounds, 0.13% hits. AID 1346378; in the data active means activity change below about -50%; inconclusive means mostly about -30% to -49%;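 further: -100% = wells without enzyme as full effect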
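In this quantitative HTS, ADP production by PI4K2A was quantified luminescently after 1 h at ambient temperature; 100 microM adenosine served as plate-quality control.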
mIDH1 inhibitor: human IDH1 R132H inhibition; O75874; IDH1-R132H enzyme, NADPH consumption, diaphorase/resazurin fluorescence; Potency, µM (series often up to 76.6 µM), for the others: at the highest dose activity change, negative = inhibition, usual class: inhibitors; 390,000 compounds, 0.093% hits; further: potency means the concentration at half of the fitted maximal effect; on the % scale 0 is the no-effect control and ±100 the full control effect; nearly all actives have a fitted effect of over 65% in size
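IDH1-R132H (0.5 ug/mL) preincubated 30 min with compound, then NADPH (0.016 mM) and alpha-KG (2 mM) added; 80 min at RT, pH 7.5. Remaining NADPH coupled via diaphorase/resazurin to fluorescence (540/590 nm); concentration-response curves normalized to no-enzyme control.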
PGK inhibitor: T. brucei PGK inhibition | 380,000 compounds, 0.043% hits | PGK/GAPDH coupled, Kinase-Glo luminescence, 60 min | P07378 | Potency, µM (top dose mostly 57.5 µM), for inactives: at the highest dose activity change, negative = inhibition, most hits filed as inhibitors | AID 602233; further: potency means the concentration at half of the fitted maximal effect; on the % scale 0 is the no-effect control and ±100 the full control effect; nearly all actives have a fitted effect of over 60% in size
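Luminescent ATP detection (Kinase-Glo Plus) follows a 60-minute room-temperature incubation, with wells lacking PGK as controls. Buffer: 100 mM TEA (pH 7.6), 5 mM MgCl2, 0.01% Tween-20. Coupling enzyme GAPDH (100 nM final) supplies unstable 1,3-BPG in-well.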
USP1-UAF1 inh: inhibitors of human USP1/UAF1 deubiquitinase. O94782. 390,000 compounds, 0.23% hits. recombinant USP1/UAF1, Ub-Rhodamine cleavage fluorescence. Potency, µM (top dose mostly 57.1 µM), for inactives: top-dose activity change, negative = inhibition, hits mostly inhibitors; further: potency means the concentration at half of the fitted maximal effect; on the % scale 0 is the no-effect control and ±100 the full control effect; nearly all actives have a fitted effect of over 60% in size; inactives centre near -12
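1 nM enzyme complex + cpd, 15 min RT; start with Ub-Rho 150nM final; kinetic fluorescence ex 480/em 540, 6 reads q60 s. Buffer 50mM HEPES pH 7.8, 0.5mM EDTA, 0.1 mg/ml BSA, 1mM TCEP, 0.01% Tween-20.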
rTrxR1 inhibitor: blocks rat thioredoxin reductase 1; O89049; recombinant rTrxR1, NADPH fluorescence consumption, selenite substrate; Potency, µM (top dose mostly 114 µM), for inactives: at the highest dose activity change, negative = inhibition, actives largely listed as inhibitors; 390,000 compounds, 1% hits; AID 588453; further: potency means the concentration at half of the fitted maximal effect; on the % scale 0 is the no-effect control and ±100 the full control effect; nearly all actives have a fitted effect of over 65% in size
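Rat TrxR1 (90 nM in the dispensed reagent) was pre-reduced with 400 uM NADPH for 5 min at room temperature, then incubated with compound for 15 min. After 400 uM selenite was added, NADPH fluorescence (Ex 340/Em 450 nm) was followed for 8 min.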
Pin1 inh: inhibitors of human Pin1; 390,000 compounds, 0.009% hits; Q13526; Pin1 FP peptide displacement, HiFluor488, 10 min; Potency, µM (titrated, usually from 115 µM), for the others: at the top dose activity, negative = inhibition, hits mostly inhibitors; active means well fitted inhibition curve with a large enough effect in the polarisation, with a control signal flat, not every such curve was filed as active; inconclusive means small, poorly fitted or top-dose-only effect, or effect the other way, or a change in a side signal; inactive means no such curve, though single readings can be large or run the other way; the % refers to the polarisation; further: potency means the concentration at half of the fitted maximal effect; on the % scale 0 is the no-effect control and ±100 the full control effect
Target sequence (Q13526 whole entry, looked up): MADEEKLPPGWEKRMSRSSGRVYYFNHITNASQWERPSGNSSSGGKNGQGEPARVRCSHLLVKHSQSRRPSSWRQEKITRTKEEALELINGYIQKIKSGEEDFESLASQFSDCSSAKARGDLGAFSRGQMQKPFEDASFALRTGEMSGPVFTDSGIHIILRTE
HP1b chromo inh: HP1-beta chromodomain-methylated histone interaction inhibition; P83916; AlphaScreen HP1-beta / biotin-H3K9me3 peptide binding; Potency, µM (doses to about 114 µM), for the others: top-dose activity change, negative = inhibition, actives largely listed as inhibitors; 390,000 compounds, 0.56% hits; further: potency means the concentration at half of the fitted maximal effect; nearly all actives have a fitted effect of over 70% in size; inactives centre near 23
Target sequence (P83916 whole entry, looked up): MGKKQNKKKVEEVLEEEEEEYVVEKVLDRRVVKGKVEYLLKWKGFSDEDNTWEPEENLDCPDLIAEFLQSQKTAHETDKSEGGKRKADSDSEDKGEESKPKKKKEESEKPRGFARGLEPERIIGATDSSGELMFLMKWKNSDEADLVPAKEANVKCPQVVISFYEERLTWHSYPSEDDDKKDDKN
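AlphaScreen: HP1-beta (50 nM) preformed 30 min with biotin-H3(1-18)K9me3 peptide (50 nM) in PBS pH 7.4, 0.01% Tween-20. Compound added for 30 min at RT, then streptavidin donor/nickel chelate acceptor beads (10 ug/mL) for 30 min.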
TrxR1 substrate: rat thioredoxin reductase 1 substrate activity; O89049; purified TrxR1 substrate turnover, NADPH consumption readout; Potency, µM (doses to about 114 µM), without a hit: at the top dose activity change, negative = substrate turnover; 390,000 compounds, 0.01% hits; AID 588456; further: potency means the concentration at half of the fitted maximal effect; on the % scale 0 is the no-effect control and ±100 the full control effect; nearly all actives have a fitted effect of over 50% in size
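Rat TrxR1, dispensed at 90 nM, was prereduced with 400 uM NADPH (final) for 5 min at ~22 deg C, then incubated with compound 15 min before 400 uM selenite. A first-read NADPH fluorescence drop versus no-compound background flagged substrates.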
GLS inhibitor: blocks human kidney-isoform glutaminase activity; O94925; GLS enzymatic activity, qHTS titration; Potency, µM (highest dose often 45.5 µM), for the others: top-dose activity change, negative = inhibition, actives largely listed as inhibitors; 410,000 compounds, 0.21% hits; AID 624170; further: potency means the concentration at half of the fitted maximal effect; on the % scale 0 is the no-effect control and ±100 the full control effect
Target sequence (O94925 whole entry, looked up, canonical isoform): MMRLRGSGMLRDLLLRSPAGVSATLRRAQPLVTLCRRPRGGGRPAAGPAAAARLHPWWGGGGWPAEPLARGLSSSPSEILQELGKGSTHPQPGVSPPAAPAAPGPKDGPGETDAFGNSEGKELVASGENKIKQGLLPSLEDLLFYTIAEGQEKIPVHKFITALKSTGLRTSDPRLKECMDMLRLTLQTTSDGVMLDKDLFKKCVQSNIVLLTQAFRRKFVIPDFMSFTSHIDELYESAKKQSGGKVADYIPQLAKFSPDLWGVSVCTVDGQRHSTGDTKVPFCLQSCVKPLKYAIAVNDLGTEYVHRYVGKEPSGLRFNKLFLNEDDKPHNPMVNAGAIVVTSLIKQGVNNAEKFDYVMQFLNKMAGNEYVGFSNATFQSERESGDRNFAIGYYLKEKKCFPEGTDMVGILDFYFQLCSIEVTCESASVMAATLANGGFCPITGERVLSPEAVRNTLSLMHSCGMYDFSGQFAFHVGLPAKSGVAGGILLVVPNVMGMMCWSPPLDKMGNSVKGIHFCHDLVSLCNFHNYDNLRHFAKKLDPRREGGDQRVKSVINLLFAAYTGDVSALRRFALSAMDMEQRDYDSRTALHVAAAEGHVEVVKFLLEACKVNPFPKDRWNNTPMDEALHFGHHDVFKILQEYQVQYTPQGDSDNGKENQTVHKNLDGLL
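Human kidney-isoform GLS in 45 mM KH2PO4 pH 8.2, 0.02% Tween-20, with compound, started with 1mM L-Glutamine (added stock). Glutamate oxidase/HRP/Amplex red coupled fluorescence read at start and after 30 min at RT.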
* hit, by the source's call; i = inactive; u = inconclusive; x = no result given; [ ] = dose if it differs, or a comment. Unless noted, the call rests on the fitted dose curve; in most records, active means well fitted curve in the direction sought with a large enough effect; inconclusive means small, poorly fitted or top-dose-only effect, or another doubt; inactive means no such curve, though single readings can be large; an effect the other way counts as inactive or inconclusive. Some of the compounds tested, so the mix of outcomes need not match the whole.

nr | mol | PI4K2A inh | mIDH1 inhibitor | PGK inhibitor | USP1-UAF1 inh | rTrxR1 inhibitor
1 | C[C@H](CO)N1C[C@H](C)[C@@H](CN(C)C(=O)NC2CCCCC2)Oc2c(NS(=O)(=O)c3ccc(F)cc3)cccc2C1=O | -5 | 6% | i | -11% | 9%[57.1 µM]
2 | O=C(Nc1cc([N+](=O)[O-])ccc1N1CCCC1)c1cccs1 | 1 | -2% | i | -22% | 13%
3 | c1ccc(-c2nn3c(-c4ccccc4)nnc3s2)cc1 | -3 | 2% | 17% | -13% | 19%
4 | CC(C)Cn1c(-c2ccc(S(=O)(=O)N3CCOCC3)cc2)csc1=Nc1cc(Cl)ccc1Cl | -2 | -27% | i | -12% | 16%
5 | CCC1CCCCN1C(=O)COc1ccc2c3c(c(=O)oc2c1)CCC3 (configuration not stated) | 2 | -1% | 2% | -8% | -5%
6 | Cc1ccccc1NC(=O)C1CCN(C2=NS(=O)(=O)c3ccccc32)CC1 | 1 | -2% | 0% | 1% | 3%[57.1 µM]
7 | COc1ccc(F)cc1S(=O)(=O)N1CCCCC1 | 0 | -3% | 4% | -8% | 3%
8 | O=C1c2ccccc2NC2(CCCCC2)N1N=C1CCCCC1 | 6 | -6% | -2% | 3% | -2%
9 | COc1cc(CNC(C)(C)C)cc(Br)c1OCc1cccs1 | -5 | 5% | 0% | 5% | 7%
10 | Cc1nn(C)c(C)c1S(=O)(=O)N1CCc2ccccc21 | -4 | 3% | -7% | 3% | 5%[57.1 µM]
11 | COC(CN(C)C(=O)c1ccc(CS(=O)(=O)c2ccccc2C)o1)OC | -3 | -5% | -6% | -23% | -5%
12 | O=C(c1ccccc1)n1nc(-c2ccco2)nc1NCc1ccccc1Cl | -2 | -6% | -3% | -12% | -6%
13 | O=C(/C(=C(\O)c1ccccc1)c1nc2ccccc2[nH]1)c1ccccc1 | -3 | -2% | -3% | -9% | 11%[11.4 µM]
14 | Cc1csc(NC(=O)CCc2c(C)nc3cc(-c4cccc(F)c4)nn3c2C)n1 | 6 | -4% | i | -23% | 23%
15 | COc1ccc(-c2ccc3[nH]c4c(c3c2)CCN2C[C@@H]([C@H](C)OC(=O)Nc3cc(Cl)cc(Cl)c3)[C@@H](N(C)C(=O)Nc3cc(Cl)cc(Cl)c3)C[C@@H]42)cc1 | 0 | -5% | -1% | -31% | x

nr | Pin1 inh | HP1b chromo inh | TrxR1 substrate | GLS inhibitor
1 | -7% | 65%[activator] | -8%[57.1 µM] | -1%
2 | -4% | 3% | -6% | -9%
3 | -6% | 31% | 5% | 2%
4 | 2% | -13% | 3% | -3%
5 | 2% | 25% | 46%[activator] | -4%
6 | -1% | 32%[activator] | 8% | 3%
7 | -4% | 14% | -2% | 2%
8 | 0% | 8% | 81%[activator] | 13%
9 | 4% | 0% | 1% | 5%
10 | 3% | 41%[activator] | 7%[57.1 µM] | 8%
11 | 8% | 24% | -1% | 1%
12 | 0% | 15% | -7% | -14%
13 | -10% | -3% | 4%[57.1 µM] | -5%
14 | 1% | 24% | 9% | -14%
15 | x | x | x | -1%

Next section
nr | mol | PI4K2A inh | mIDH1 inhibitor | PGK inhibitor | USP1-UAF1 inh | rTrxR1 inhibitor
16 | C=CC[n+]1c(-c2ccc(Cl)cc2Cl)csc1Nc1c(C)n(C)n(-c2ccccc2)c1=O | -2 | -7% | 9% | -24% | 1%[57.1 µM]
17 | COc1ccccc1OCc1csc(NC(=O)c2ccco2)n1 | 5 | -4% | -3% | 8% | -9%
18 | Cc1ccc(S(=O)(=O)N2Cc3ccccc3CC2C(=O)NC(C)(C)C)cc1 (configuration not stated) | -1 | 1% | 2% | -12% | 11%
19 | Cc1cccc(C(=O)NC(=S)Nc2ccc(S(=O)(=O)N(C)c3ccccc3)cc2)c1 | 6 | 0% | -8% | -11% | 13%[57.1 µM]
20 | COc1ccc(N2C(=O)CSC2c2ccccc2[N+](=O)[O-])cc1 (configuration not stated) | 5 | -4% | 0% | -18% | 3%[57.1 µM]
21 | CC(=O)c1ccc(NC(=O)COC(=O)c2ccccc2Sc2ccccc2C#N)cc1 | -2 | 8% | i | -26% | 16%
22 | c1cnc2nc(CSc3ncn[nH]3)cn2c1 | -3 | 5% | -7% | -19% | -28%
23 | COC(=O)c1cc2oc3ccccc3c2n1Cc1nc(-c2ccccc2Cl)oc1C | 1 | -2% | 7% | -13% | 23%
24 | CCOc1ccc(NC(=O)C2C3CCC4C(CCC32)C4(Cl)Cl)cc1 (configuration not stated) | -1 | 5% | x | -2% | -6%
25 | Cc1noc(NS(=O)(=O)c2ccc(N/C=C\C(=O)c3ccc4c(c3)OCO4)cc2)c1C | -10 | -3% | 1% | -6% | u
26 | COc1ccc(/C(N)=N/OC(=O)COc2ccccc2Cl)cc1 | 1 | 1% | 6% | -12% | 2%
27 | COc1ccc(C2C3=C(CC(C)(C)CC3=O)Nc3c2c(=O)n(C)c(=O)n3C)cc1OC (configuration not stated) | 4 | 2% | 0% | -11% | 5%[57.1 µM]
28 | CC(C)C[C@@]12C(=O)N(c3cccc(F)c3)C(=O)N1[C@H](c1ccc(F)cc1)[C@@H]1C(=O)N(C3CCCCC3)C(=O)[C@@H]12 | 1 | -13% | -8% | -1% | 21%[57.1 µM]
29 | Cc1ccc(C(=O)Nc2c(C)nc3ccccn3c2=O)cc1C | 2 | -22% | -1% | -6% | 21%[57.1 µM]
30 | CCCCCC(=O)OC(CN1CCCCCC1)CN1CCCC1=O (configuration not stated) | -3 | 4% | 0% | -10% | 14%
31 | N=C1S/C(=C\c2ccccc2F)C(=O)N1c1ccc(F)cc1 | 3 | 3% | x | -23% | 16%
32 | O=C1CC(c2ccc(F)c(Br)c2)C2=C(CCCC2=O)N1 (configuration not stated) | -5 | 2% | -11% | 2% | -11%

nr | Pin1 inh | HP1b chromo inh | TrxR1 substrate | GLS inhibitor
16 | 5% | u | -2%[57.1 µM] | 13%
17 | -3% | 26% | -12% | 7%
18 | 30% | 25% | -3% | 7%
19 | 18% | -9% | 10%[57.1 µM] | 7%
20 | 5% | 7% | 7%[57.1 µM] | 5%
21 | 27% | 45%[activator] | 5% | 4%
22 | 2% | 30% | 73%[activator][57.1 µM] | -11%
23 | 1% | 31% | 1% | 18%
24 | 5% | 41%[activator] | -2% | -14%
25 | -1% | -6% | -8% | 38%[activator]
26 | -2% | 35% | -3% | 9%
27 | -6% | -13% | -4%[57.1 µM] | 13µM*
28 | -3% | 26% | -9% | 0%
29 | 1% | 12%[57 µM] | -1%[57.1 µM] | -6%
30 | u | 30% | 0% | 12%
31 | -7% | 12% | -4% | 3%
32 | 1% | 47% | -6% | 9%

Molecules above that contain an aryl methoxy group:
nr | mol | PI4K2A inh | mIDH1 inhibitor | PGK inhibitor | USP1-UAF1 inh | rTrxR1 inhibitor
7 | COc1ccc(F)cc1S(=O)(=O)N1CCCCC1 | 0 | -3% | 4% | -8% | 3%
9 | COc1cc(CNC(C)(C)C)cc(Br)c1OCc1cccs1 | -5 | 5% | 0% | 5% | 7%
15 | COc1ccc(-c2ccc3[nH]c4c(c3c2)CCN2C[C@@H]([C@H](C)OC(=O)Nc3cc(Cl)cc(Cl)c3)[C@@H](N(C)C(=O)Nc3cc(Cl)cc(Cl)c3)C[C@@H]42)cc1 | 0 | -5% | -1% | -31% | x
17 | COc1ccccc1OCc1csc(NC(=O)c2ccco2)n1 | 5 | -4% | -3% | 8% | -9%
20 | COc1ccc(N2C(=O)CSC2c2ccccc2[N+](=O)[O-])cc1 (configuration not stated) | 5 | -4% | 0% | -18% | 3%[57.1 µM]
26 | COc1ccc(/C(N)=N/OC(=O)COc2ccccc2Cl)cc1 | 1 | 1% | 6% | -12% | 2%
27 | COc1ccc(C2C3=C(CC(C)(C)CC3=O)Nc3c2c(=O)n(C)c(=O)n3C)cc1OC (configuration not stated) | 4 | 2% | 0% | -11% | 5%[57.1 µM]

nr | Pin1 inh | HP1b chromo inh | TrxR1 substrate | GLS inhibitor
7 | -4% | 14% | -2% | 2%
9 | 4% | 0% | 1% | 5%
15 | x | x | x | -1%
17 | -3% | 26% | -12% | 7%
20 | 5% | 7% | 7%[57.1 µM] | 5%
26 | -2% | 35% | -3% | 9%
27 | -6% | -13% | -4%[57.1 µM] | 13µM*

Down the list, quoted from above:
PGK inhibitor, entries 17 to 25: -3%, 2%, -8%, 0%, i, -7%, 7%, x, 1%
rTrxR1 inhibitor, entries 17 to 25: -9%, 11%, 13%[57.1 µM], 3%[57.1 µM], 16%, -28%, 23%, -6%, u
